Nrf2 inh = blocks Nrf2 signaling; A549 ARE-Fluc reporter, luciferase luminescence, 18-24 h; Potency, µM (titrated, usually from 46 µM), inactives show top-dose activity change, negative = inhibition, actives largely listed as inhibitors; actives 2.1% (n = 360,000); AID 504444; further: on the % scale 0 is the no-effect control and ±100 the full control effect; nearly all actives have a fitted effect of over 60% in size
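In this cell-based qHTS, ARE-driven firefly luciferase in A549 cells reports Nrf2 activity; the luminescent signal after BugLite lysis is the measured value, with a prior CellTiter-Fluor read for cell health.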
ATXN2 expr inh = ATXN2 expression inhibition | HEK-293 ATXN2-luciferase reporter, luminescence, 24 h | actives 0.72% (n = 360,000) | Potency, µM (series often up to 57 µM), for the others: at the top dose activity change, negative = inhibition, hits mostly inhibitors; further: on the % scale 0 is the no-effect control and ±100 the full control effect; nearly all actives have a fitted effect of over 55% in size
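ATXN2-luciferase reporter cells (luciferase flanked by upstream and downstream ATXN2 gene portions) were treated 24 h at 37 °C with compounds at up to 57 uM. SteadyGlo luminescence gave expression; GF-AFC fluorescence gave viability.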
A549 viability = kills or reduces viability of A549 cells in Nrf2 counter-screen; A549 ARE-Fluc cells, CellTiter-Fluor viability, 18-24 h; Potency, µM (highest dose often 46 µM), inactives show top-dose activity change, negative = cytotoxicity, hits mostly inhibitors; actives 0.16% (n = 390,000); AID 504648; further: on the % scale 0 is the no-effect control and ±100 the full control effect
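A549 ARE-Fluc cells in 5% FBS OPTI-MEM, 5000 cells/well, rested 2 h then exposed to compounds in concentration-response for 18-24 h at 37 °C. Viability by CellTiter-Fluor fluorescence (Ex 405/Em 525) after 30 min; luciferase luminescence (BugLite, 15 min, RT) read afterwards.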
EPAC2 antag = antagonists of human EPAC2 | Q8WZA2 | EPAC2 GEF exchange of Rap1B-BODIPY-GDP, fluorescence | AID 720708 | actives 0.18% (n = 360,000) | Potency, µM (highest dose often 114 µM), without a hit: top-dose activity, negative = inhibition, actives largely listed as inhibitors; further: on the % scale 0 is the no-effect control and ±100 the full control effect; nearly all actives have a fitted effect of over 45% in size; many of its hits are not listed in these tables
Target sequence (Q8WZA2 whole entry, looked up): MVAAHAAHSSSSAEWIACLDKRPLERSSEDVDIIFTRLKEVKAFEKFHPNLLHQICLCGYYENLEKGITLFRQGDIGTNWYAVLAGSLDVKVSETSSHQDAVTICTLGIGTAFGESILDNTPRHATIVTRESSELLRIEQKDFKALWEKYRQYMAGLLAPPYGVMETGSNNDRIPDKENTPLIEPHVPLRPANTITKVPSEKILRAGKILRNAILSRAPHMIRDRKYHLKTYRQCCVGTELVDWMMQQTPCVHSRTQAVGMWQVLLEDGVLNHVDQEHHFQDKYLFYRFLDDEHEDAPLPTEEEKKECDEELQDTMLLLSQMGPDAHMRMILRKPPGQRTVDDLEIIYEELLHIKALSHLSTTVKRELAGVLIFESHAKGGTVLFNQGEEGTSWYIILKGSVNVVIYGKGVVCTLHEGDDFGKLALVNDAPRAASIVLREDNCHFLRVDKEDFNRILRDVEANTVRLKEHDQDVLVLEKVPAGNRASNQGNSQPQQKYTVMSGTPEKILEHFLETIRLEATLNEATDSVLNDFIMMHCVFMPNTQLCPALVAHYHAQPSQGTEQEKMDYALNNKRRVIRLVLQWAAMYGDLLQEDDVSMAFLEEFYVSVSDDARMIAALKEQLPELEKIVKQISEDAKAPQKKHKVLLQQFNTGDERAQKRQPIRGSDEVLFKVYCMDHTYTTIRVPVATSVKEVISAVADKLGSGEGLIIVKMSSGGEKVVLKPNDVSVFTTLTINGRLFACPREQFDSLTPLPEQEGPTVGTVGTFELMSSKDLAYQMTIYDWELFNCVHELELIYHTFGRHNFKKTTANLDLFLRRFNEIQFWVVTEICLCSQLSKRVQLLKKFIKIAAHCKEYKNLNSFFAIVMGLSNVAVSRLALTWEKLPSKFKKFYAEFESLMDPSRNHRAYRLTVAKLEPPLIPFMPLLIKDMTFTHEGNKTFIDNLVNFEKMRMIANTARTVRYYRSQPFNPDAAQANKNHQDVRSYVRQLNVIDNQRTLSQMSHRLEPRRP
TGFb SMAD3 inh = inhibitors of TGF-b signaling. HepG2 CAGA-GFP TGF-b/SMAD3 reporter, GFP fluorescence, 18 h; TGF-beta stimulated, 500 pg/mL final. Potency, µM (titrated, usually from 46.1 µM), without a hit: top-dose activity, negative = inhibition, actives largely listed as inhibitors. actives 1.2% (n = 410,000). AID 588855; further: on the % scale 0 is the no-effect control and ±100 the full control effect; nearly all actives have a fitted effect of over 65% in size
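Per well, imaged GFP fluorescence of HEPG2 CAGA-GFP cells gives the signal; cells get compound, then TGF-beta (500 pg/mL final), 18 h at 37 degrees C; %Activity versus -TGF-beta and +DMSO controls.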
ATXN viability = viability counter-screen for ATXN expression inhibitors. S2 cells (HEK-293 line with an ATXN2-luciferase reporter) viability, CellTiter-Fluor protease fluorescence, 24 h. Potency, µM (highest dose often 56.7 µM), usual class: cytotoxic. actives 0.49% (n = 400,000). AID 651635; further: nearly all actives have a fitted effect of over 40% in size
MCF10A rerep = DNA re-replication induction in MCF 10a cells; MCF 10A DNA re-replication, Hoechst nuclear intensity, 48 h; Potency, µM (titrated, usually from 46.1 µM), for inactives: at the highest dose activity, positive = re-replication, most hits filed as activators; actives 2.9% (n = 350,000); further: % of control where 0% means no effect; nearly all actives have a fitted effect of over 50% in size
Nrf2 activator = Nrf2 pathway activation; AREc32 ARE-luciferase reporter (MCF7-derived line), luminescence, 24 h; Potency, µM (series often up to 46.1 µM), without a hit: at the top dose activation, actives largely listed as activators; actives 0.31% (n = 410,000); further: % of control where 0% means no effect; nearly all actives have a fitted effect of over 65% in size
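Each well held 1000 AREc32 cells, which were incubated with compound for 24 hr at 37 deg C after overnight attachment, and ARE reporter activity was quantified by firefly luciferase luminescence.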
HepG2 tox = kills HepG2 cells in TGF-b inhibitor counter-screen. HepG2 CAGA-GFP viability, ATP luminescence, 18 h. Potency, µM (series often up to 46.1 µM), for inactives: at the top dose activity change, negative = cytotoxicity, actives largely listed as cytotoxic. actives 0.76% (n = 410,000). AID 588856; further: some results filed as inactive show a strong effect at the top dose
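HepG2 CAGA-GFP cells (1000/well, DMEM with 1% FBS) received compound, then TGF-beta at 500 pg/mL final, and were incubated 18 hours at 37 degrees C. Viability was read by CellTiter-Glo luminescence. Media-only wells were set as complete cell-killing and DMSO as no toxicity.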
The depositor's hits bear a star; i = inactive; ? = inconclusive; nt = no result given; [ ] = remark or other dose. The call rests on the fitted dose curve; in most records, active means well fitted curve in the direction sought with a large enough effect; inconclusive means small, poorly fitted or top-dose-only effect, or another doubt; inactive means no such curve, though single readings can be large; an effect the other way counts as inactive or inconclusive. Potency means the concentration at half of the fitted maximal effect. A portion of the library; count on the stated rates, not on these rows.

no.	canonical_smiles	ATXN viability	Nrf2 inh	Nrf2 activator	EPAC2 antag	HepG2 tox	MCF10A rerep	A549 viability	ATXN2 expr inh	TGFb SMAD3 inh
1	Cc1ccc(/C=N/NC(=O)CCCOc2ccc(Cl)cc2Cl)cc1[N+](=O)[O-]	i	-2%	3.7%	-8%	-41%	?	-1%	-29%	-12%
2	COc1ccc(NC(=S)NNC(=O)OC(C)(C)C)cc1OC	i	-13%	-0.4%	19%	10%	?	0%	3%	-9%
3	CC(C)n1cc(CN2CCCC(C(=O)Nc3cccc(-c4cc5ccccc5[nH]4)c3)C2)cn1 (stereo not drawn)	?	-21%	-3.0%	-7%	-103%	16µM*	-5%	28µM*	?
4	CCC(CO)Oc1cc(NCc2cc(C)cc(C)c2)c2ncn(C(C)C)c2c1 (stereo not drawn)	i	-7%	-4.9%	?	-108%	2%	-8%	-11%	?
5	Cc1ccc(N2CC(C(=O)OCc3ccccc3F)CC2=O)cc1 (stereo not drawn)	i	nt	-0.4%	-3%	10%	?	7%	-2%	23%
6	COc1cc(C(=O)NC(=S)Nc2ccc(Cl)cn2)cc(OC)c1OC	i	-29%	0.3%	11%	-10%	?	2%	2%	?
7	COc1ccc(OC(=O)c2cn(-c3cccc(OC)c3)c(=O)c3ccccc23)cc1	nt	nt	-0.7%	nt	-7%	nt	-4%	nt	7%
8	CCN(CC)C(=O)c1cn(CC)c(=O)c2cc(OC)c(OC)cc12	i	?	-0.1%	-2%	-12%	-4%	3%	-2%	7%
9	C/C(=N\N1CCN(c2ccc(Cl)cc2)CC1)c1ccco1	i	8%	-0.3%	9%	-3%	-1%	-1%	-23%	-9%
10	O=C(COC(=O)C1CC2C=CC1C2)Nc1ccccc1 (stereo not drawn)	i	17%	-0.3%	5%	3%	-10%	-4%	19%	0%
11	O=C(NOCc1ccccc1)c1cccc([N+](=O)[O-])c1	i	5%	4.2%	-10%	12%	1%	-3%	16%	11%
12	C=C1CC[C@@]23CC[C@]4(C)[C@@](OC2=O)([C@@H]3C1)[C@H]1O[C@H]1C1[C@@]2(C)CC[C@H](O)C(C)(C)C2CC[C@]14C (stereo partly drawn)	i	9%	0.1%	-10%	-6%	1%	2%	9%	4%
13	COc1ccc(CCNC(=O)Nc2nc(C(N)COCc3ccccc3)cs2)cc1OC (stereo not drawn)	i	nt	4.9%	-4%	-10%	nt	nt	-9%	12%
14	O=C(NCCc1ccccc1)c1nc(-c2cccs2)no1	i	?	3.8%	-10%	8%	-4%	4%	26%[11.3 µM]	-1%
15	COc1ccc(-c2cc(C(F)(F)F)nc(N3CCCCCC3)n2)cc1	i	10%	0.0%	-14%	-34%	23µM*	-1%	-9%	-2%
16	S=C1NCN(Cc2ccco2)CN1	nt	0%	-1.3%	2%	0%	0%	1%	-3%	?
17	O=C(CS(=O)(=O)c1ccccc1)Nc1nc(-c2ccc(F)cc2)cs1	i	0%	0.3%	-20%	-23%	-5%	0%	nt	?
18	CC(C)(C)c1ccc(CN(Cc2ccccc2)C(c2ccccn2)c2nnnn2C(C)(C)C)cc1 (stereo not drawn)	i	?	-0.9%	0%	-11%	-3%	-14%	-27%	-2%
19	CCSc1c(C(=O)NC)ccc2c1C(=O)c1ccccc1C2=O	i	-29%	-0.2%	-11%[57.1 µM]	-23%	26%	-17%	-13%	6%
20	Cc1ccc(C2(C)NC(=O)N(CCOc3ccccc3)C2=O)cc1 (stereo not drawn)	i	-4%	3.2%	-2%	-5%	0%	-1%	-6%	4%
21	Cc1ccc(C(=O)Nc2cccnc2)cc1NC(=O)c1ccco1	i	?	4.8%	2%	-7%	1%	-4%	6%	?
22	COC(=O)/C(=C\Nc1ccc(Oc2ccc(F)cc2F)nc1)NC(=O)c1ccccc1	i	-13%	3.4%	12%	-19%	14%	-2%	-3%	-13%
23	C=CCN1C(=O)C2C(C(=O)NC)C3C=CC2(O3)C1C(=O)NCc1ccc(OC)cc1 (stereo not drawn)	i	-4%	-0.5%	2%	4%	-13%	1%	5%	7%
24	CCOC1=NC(C(=O)O)c2ccccc2/C(=C(/C)Cl)N1 (stereo not drawn)	i	?	0.2%	15%	2%	-1%	9%	7%	-3%
25	Cc1cccc(C)c1Nc1nnc(SCC(=O)c2ccc3c(c2)NC(=O)CO3)s1	i	1%	3.0%	-6%	3%	-2%	-1%	2%	4%
26	Cc1ccc(CNC(=O)COc2ccc(S(=O)(=O)NC(C)C)cc2)cc1	i	13%	0.4%	1%	1%	7%	9%	-2%	-4%
27	O=C(CCc1nc2ccccc2c(=O)[nH]1)NCc1cccc(Cl)c1	i	?	0.1%	-2%	-24%	?	-12%	-14%	6%
28	COc1cc(/C=C(/C#N)C(=O)NCc2ccccc2)cc(OC)c1OC	i	-9%	5.5%	7%	-15%	-9%	14%	nt	-5%
29	CN(C)c1ncc([N+](=O)[O-])cc1C(F)(F)F	i	7%	0.0%	-4%	6%	-1%	2%	3%	20%
30	Cc1ccc(-n2cnc3scc(-c4cccs4)c3c2=O)cc1	i	10%	4.0%	-5%	-23%	?	3%	-8%	?
31	O=C(CC1(O)CCCCC1)OC1CCCC1	i	2%	-0.7%	7%	0%	3%	-4%	-5%	-1%
32	CCCCN1C(=O)NC2NC(=O)NC21 (stereo not drawn)	i	3%	-0.4%	3%	4%	0%	-3%	4%	2%
33	O=C(CC1Sc2ccccc2NC1=O)Nc1cccc(-c2nnc3n2CCCCC3)c1 (stereo not drawn)	?	?	2.1%	6%	-2%	-2%	-5%	-5%	1%
34	CCc1nc2nc(C)c(NS(=O)(=O)c3ccc(Cl)s3)c(=O)n2[nH]1	i	2%	-0.4%	-1%	-1%	-11%	0%	1%	7%
35	CC1(C)CC(O)(CNCc2ccc3c(c2)OCO3)CCO1 (stereo not drawn)	?	-14%	0.1%	5%	-5%	1%	-13%	-36%	-2%
36	O=C(N/N=C/c1ccc2c(c1)OCO2)C1CC1	i	?	0.4%	10%	-3%	-3%	0%	17%	-6%
37	O=C(CNS(=O)(=O)c1ccccc1)NCc1ccccn1	i	-3%	0.0%	-1%	-9%	-6%	17%[1.84 µM]	-4%	0%
38	CCCCNC(=O)c1c(CSc2ccccc2)noc1C(=O)NCc1ccccc1	i	9%	-0.5%	-10%	-17%	?	13%	2%	-18%
39	COc1ccc(C(=O)NC(=S)N(C)Cc2ccccc2)cc1Br	?	?	1.9%[9.22 µM]	-3%	-8%	9%	-5%	?	9%
40	COc1ccccc1NS(=O)(=O)c1cc(NC(=O)c2[nH]c(C)c(C(C)=O)c2C)ccc1N1CCOCC1	i	?	14%	-3%	-13%	23%	-1%	47%[activator]	-16%
41	CNC(=O)/C(C#N)=C/c1c(N2CC(C)OC(C)C2)nc2ccccn2c1=O (stereo not drawn)	i	-10%	-0.4%	1%	6%	7.3µM*	-12%	0%	7%
42	Cc1cccc(N2CCN(C(=O)CCS(=O)(=O)c3ccc4c(c3)NC(=O)C(C)S4)CC2)c1C (stereo not drawn)	i	2.6µM*	0.5%	-3%	-14%	17%	-17%	-35%	-5%
43	O=C(/C=C/c1ccc2c(c1)OCO2)N1CCN(c2ccc(Cl)cc2)CC1	i	-15%	0.2%	4%	5%	?	0%	-5%	-15%
44	CS(=O)(=O)c1sc(C(=O)NC(=O)Nc2cccc(C(F)(F)F)c2)c2c1C=CCC2	i	-2%	-0.3%	-9%	-1%	12%	8%	7%	0%
45	Cc1ccc(Oc2c(C(F)(F)F)oc3cc(OCC(=O)NC4CCCCC4)ccc3c2=O)cc1	i	8%	-0.4%	nt	0%	nt	-3%	9%	-8%
46	O=c1c2cnn(-c3ccccc3Cl)c2ncn1Cc1cccnc1	i	nt	-1.8%	-9%	-18%	-19%	16%	-11%	-1%
47	CCOc1cc2sc(N3CCC(C(=O)Nc4ccc(C)cc4)CC3)nc2cc1Br	nt	?	5.1%	nt	-2%	nt	-1%	nt	27%
48	N#CC1C(=O)NC(=O)C(C#N)C12CCCc1sccc12 (stereo not drawn)	i	nt	-0.2%	-4%	-1%	nt	nt	nt	1%
49	Cc1ccc(-n2ncc3c(Nc4ccc(Oc5ccccc5)cc4)ncnc32)c(C)c1	?	nt	0.2%	nt	-38%	nt	-24%	?	?
50	COc1ccc2nc(NC(=O)NC3CCCCC3)sc2c1	?	0%	5.9%	-7%	21%	0%	-3%	nt	36%[activator]
51	CCc1ccccc1S(=O)(=O)Cc1ccc(C(=O)N2CCN(c3ccccn3)CC2)o1	i	?	-0.1%	3%	-5%	1%	0%	-7%	-9%
52	O=C(CN1C(=O)c2ccccc2S1(=O)=O)NCCC1=CCCCC1	i	nt	-0.9%	-7%	-4%	-2%	0%	-16%	0%
53	O=C(/C=C/c1ccccc1Cl)NNC(=O)c1cccs1	i	?	?	-9%	7%	-4%	-2%	nt	-3%
54	O=C(Nc1cccc(-n2cnnn2)c1)c1ccco1	i	3%	6.3%	3%	0%	-2%	0%	-25%	1%
55	Cc1ccc(Cn2nnc3c(=O)[nH]c(C4CCN(C(=O)Cc5ccccc5F)CC4)nc32)cc1	nt	-13%	3.7%	nt	-30%	nt	1%	nt	?
56	CC1(C(=O)NS(=O)(=O)c2cccc(C#N)c2)CCN1C(=O)c1cccc2ccccc12 (stereo not drawn)	i	nt	-0.9%	-17%	-7%	nt	nt	10%	-14%

3 entries already listed, ordered by heavy-atom count, falling:
no.	canonical_smiles	ATXN viability	Nrf2 inh	Nrf2 activator	EPAC2 antag	HepG2 tox	MCF10A rerep	A549 viability	ATXN2 expr inh	TGFb SMAD3 inh
55	Cc1ccc(Cn2nnc3c(=O)[nH]c(C4CCN(C(=O)Cc5ccccc5F)CC4)nc32)cc1	nt	-13%	3.7%	nt	-30%	nt	1%	nt	?
49	Cc1ccc(-n2ncc3c(Nc4ccc(Oc5ccccc5)cc4)ncnc32)c(C)c1	?	nt	0.2%	nt	-38%	nt	-24%	?	?
47	CCOc1cc2sc(N3CCC(C(=O)Nc4ccc(C)cc4)CC3)nc2cc1Br	nt	?	5.1%	nt	-2%	nt	-1%	nt	27%

High-throughput results from PubChem BioAssay.
